# E-sel inducer: induces E-selectin expression in human endothelial cells; P16581; HUVEC E-selectin immunofluorescence imaging; normalized: neutral wells 0, TNF-alpha wells 100; activation, % at 7.58 µM; 260,000 compounds, 0.37% hits;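 active = mean E-selectin-positive cell signal at least 10% of the positive control, reached in at least 60% of replicates, without over 20% cell loss; inconclusive = no rule given, readout overlaps actives, possibly toxicity-flagged; inactive = the rest, including those meeting only one limit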;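 also: in these data hits start at about 27%; measured in HUVEC primary endothelial cells; signal is the percent of cells scored E-selectin positive by PE staining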
# Target sequence (P16581 whole entry, looked up): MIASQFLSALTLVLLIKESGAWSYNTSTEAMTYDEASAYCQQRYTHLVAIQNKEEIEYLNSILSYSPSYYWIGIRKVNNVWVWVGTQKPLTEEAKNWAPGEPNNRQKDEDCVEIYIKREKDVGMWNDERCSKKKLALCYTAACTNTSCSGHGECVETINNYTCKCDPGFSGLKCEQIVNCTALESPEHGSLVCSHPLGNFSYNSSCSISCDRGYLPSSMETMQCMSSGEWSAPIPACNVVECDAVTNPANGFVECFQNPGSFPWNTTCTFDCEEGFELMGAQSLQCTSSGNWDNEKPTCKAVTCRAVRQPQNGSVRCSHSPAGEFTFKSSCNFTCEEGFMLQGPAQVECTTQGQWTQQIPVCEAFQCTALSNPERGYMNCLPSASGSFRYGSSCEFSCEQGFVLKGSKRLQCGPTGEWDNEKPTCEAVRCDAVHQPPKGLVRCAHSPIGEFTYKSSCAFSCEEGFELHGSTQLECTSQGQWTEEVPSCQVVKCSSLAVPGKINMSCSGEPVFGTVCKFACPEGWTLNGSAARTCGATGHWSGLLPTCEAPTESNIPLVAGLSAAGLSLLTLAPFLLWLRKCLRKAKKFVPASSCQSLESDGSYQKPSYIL
#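 Read-out basis: % PE-positive cells; Test system: HUVEC primary endothelial cells; Technique: immunofluorescence imaging; Dosing: single-point compound dose.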
# ERp5 block: ERp5 (human) disulfide isomerase inhibition. AID 651711. Q15084. 350,000 compounds, 0.05% hits. inhibition, % at 9.99 µM. ERp5 insulin aggregation, absorbance 650 nm, 90 min;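 active = mean replicate inhibition above about 25%, with every replicate also reaching it, limit read from the data, passing the limit was not always enough; inconclusive = only one of those two criteria met; inactive = neither criterion met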
# SIRT5 inh: blocks human SIRT5 desuccinylation of peptide. Q9NXA8. Purified SirT5, succinyl-peptide AMC, trypsin-coupled fluorescence. inhibition, % at 15 µM. 330,000 compounds, 1.1% hits; in the data active = inhibition above about 15%; inconclusive = no clear call, values can overlap the other calls
# Target sequence (Q9NXA8 whole entry, looked up): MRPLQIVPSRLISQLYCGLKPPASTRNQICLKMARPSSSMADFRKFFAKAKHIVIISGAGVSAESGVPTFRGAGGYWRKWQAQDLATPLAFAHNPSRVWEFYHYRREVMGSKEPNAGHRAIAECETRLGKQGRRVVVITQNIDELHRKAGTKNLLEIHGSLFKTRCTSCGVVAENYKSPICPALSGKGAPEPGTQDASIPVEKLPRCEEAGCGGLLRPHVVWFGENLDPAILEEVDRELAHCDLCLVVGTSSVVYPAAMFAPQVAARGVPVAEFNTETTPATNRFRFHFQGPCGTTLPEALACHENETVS
# S100A4 inh HTS: S100A4-myosin IIA interaction inhibition; S100A4/TAMRA-MyoIIA peptide fluorescence polarization; inhibition, % at 10.7 µM; P26447; 360,000 compounds, 0.14% hits;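 active = mean inhibition of at least 70% across replicates, with every replicate also reaching that level; inconclusive = mean inhibition reaches 70% but some replicates fall short; inactive = mean inhibition below 70%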
# Target sequence (P26447 whole entry, looked up): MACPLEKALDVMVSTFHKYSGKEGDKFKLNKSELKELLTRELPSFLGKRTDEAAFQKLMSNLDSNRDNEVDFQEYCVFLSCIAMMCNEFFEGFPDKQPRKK
#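 Test system: S100A4 monomer protein. Medium: HEPES buffer with Ca2+, pH 7.2. Reagent: fluorescent myosin IIA peptide, 5 nM. Compound dosing: single-point compound testing. Timing: 5 min between mix addition and reading. Benchmarks: DMSO neutral and TFP positive wells.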
# C2C12 statin: suppressors of simvastatin-induced myotoxicity in C2C12 myotubes; ATP luminescence, 48 h; scaled: DMSO 0, geranylgeraniol control 100; rescue of ATP level, % at 7.49 µM; 330,000 compounds, 0.78% hits; AID 602340;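 active = mean ATP rescue above about 67%, or every replicate alone reaching that limit, limit read from the data, passing the limit was not always enough; inconclusive = no clear call, values can overlap the other calls; inactive = mean under the limit and some replicate under it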;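 also: myotubes were challenged with 10 µM simvastatin during compound exposure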
# DENV2 CPE: protects cells from dengue virus 2 cytopathic effect | DENV2-infected cells, cytopathic effect rescue, plate reader | CPE inhibition, % at 9.99 µM | 350,000 compounds, 1.7% hits | AID 651640; in the data active = CPE inhibition above about 20%, passing the limit was not always enough; inconclusive = no clear call, values can overlap the other calls; tested in BHK-21 cells;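 also: 0% = median of neutral control wells and 100% = median of positive control wells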
# PglD inh: PglD (C. jejuni) enzyme inhibition | purified PglD enzyme, DTNB colorimetric CoA detection | inhibition, % at 12.5 µM | 360,000 compounds, 0.098% hits | AID 602405; in the data active = inhibition above about 16%, passing the limit was not always enough; inconclusive = no clear call, values can overlap the other calls; also: strong numbers were not always called active
# Active calls of the source: *; ? = inconclusive; . = no result given; & = joins results of further samples.
compound,E-sel inducer,ERp5 block,SIRT5 inh,S100A4 inh HTS,C2C12 statin,DENV2 CPE,PglD inh
Cc1ccc([C@H]2N[C@]3(CCCN(Cc4ccco4)C3=O)[C@H]3C(=O)N(C)C(=O)[C@@H]23)cc1,.,0,-1,-7,-2,60*,-3
O=C(NC1CC1)c1cccc2c1C(=O)c1ccc(N3CCC(N4CCCCC4)CC3)cc1S2(=O)=O,0.6,6,17*,-8,-3,-8,-9
COc1cc2[nH]c(C(=O)Nc3ccc4c(c3)OCCO4)cc2c(OC)c1OC,.,5,-6,-1,-3,-2,-2
CC(=O)NS(=O)(=O)c1ccc(NC(=O)CSc2ccc(C)cc2)cc1,.,5,0,0,1,-3,-4
Cc1ccc(N=Nc2ccc(O)c3ncccc23)cc1C,.,1,-2,-2,.,-3,7
COC(=O)c1ccc(-c2cc3onc(-c4ccccc4)c3c(=O)n2C)cc1,0.1,8,.,-4,2,?,1
CCOC(=O)C1(CCc2ccccc2)CCN(C(=O)c2cc(C)nc(C)n2)CC1,.,9,-6,-4,15,9,.
CCOC(=O)C1=CCN(S(=O)(=O)c2ccccc2Cl)C1c1ccc(Cl)cc1 (stereo not drawn),-0.3,-10,2,-2,.,-2,.
COC(=O)c1[nH]c2ccccc2c1NC(=O)CN1CCN(C/C=C/c2ccccc2)CC1,.,-3,.,-3,-11,.,5
CCC(=O)Nc1sc(C(=O)N2CCCCC2)c(C)c1C#N,.,-2,-7,1,6,-12,4
CO[C@H]1CC[C@H]2CCOc3ccc(C#N)cc3C(=O)N(C)C[C@@H](c3ccccc3)CC(=O)N(C)C[C@@H]1O2,0.1,-3,-3,0,1,0,-3
COc1ccc(C#Cc2cccc(-c3nc(C(=O)N4CCN(C)CC4)cc4c3[C@H](CCO)N(S(=O)C(C)(C)C)C4)c2)cc1OC (stereo partly drawn),-1.8,-3,-3,-29,12,4,-4
CCC(=O)N(C)C[C@@H]1Oc2ncc(C3=CCCC3)cc2C(=O)N([C@@H](C)CO)C[C@@H]1C,0.8,-1,1,8,9,-2,-1
CN(C)/C=N/C(=S)Nc1ccc(Cl)cc1Cl,.,1,-3,-1,.,-4,.
CCc1nccn1CCC(=O)N1CCCC(N2CCN(c3ccccc3C)CC2)C1 (stereo not drawn),.,5,-3,0,-3,?,-5
CC(=O)n1cc([C@H]2C=C(C(=O)N3CCCCCCC3)O[C@@H](OCCCCO)C2)c2ccccc21,.,0,0,-5,.,-1,48
CCO[C@@H]1OC(C(=O)NCc2nc3ccccc3[nH]2)=C[C@H](c2csc3ccccc23)[C@H]1CCCO,0.0,7,31*,-1,8,-1,2
CC(C)c1ccc(N(C(=O)c2ccco2)C(C(=O)NC2CCCC2)c2ccncc2)cc1 (stereo not drawn),0.1,1,-2,-2,-1,-3,-3
CN(C)CC[n+]1ccc(C(=O)c2ccccc2)cc1,.,-5,-3,1,-9,5,-10
O=C(Cc1ccc(S(=O)(=O)N2CCOCC2)s1)Nc1ccccc1Br,.,3,1,1,-1,8,-7
Cc1cccc(S(=O)(=O)N[C@@H]2CC[C@@H](CCn3cc(-c4ccccn4)nn3)O[C@H]2CO)c1,-0.3,3,0,-2,-2,3,-1
CCCCNC(=O)Nc1nnc(C(C)(C)C)s1,0.1,-1,-6,-3,7,4,-2
Cc1cccc(NC(=O)c2nc[nH]c2C(=O)N[C@@H](C)c2ccccc2)c1,0.2,-3,.,-2,31,6,-4
Cc1noc(C)c1NC(=O)Nc1ccc2c(c1)C(=O)N([C@H](C)CO)C[C@H](C)[C@@H](CN(C)C(=O)Nc1ccc3c(c1)OCO3)OCCCC[C@H](C)O2,-0.1,4,0,2,.,-6,-2
Cc1cccc(-c2ocnc2C(=O)Nc2ccccc2NC(=O)c2ccccn2)c1,.,1,0,1,-18,-3,5
Cc1ccc(S(=O)(=O)NCC(=O)NCc2cc(=O)n(C)c(=O)n2C)cc1C,0.1,-1,-1,-2,3,-4,-1
Cc1noc(C)c1S(=O)(=O)N(C)C[C@@H]1OCCCC[C@H](C)Oc2ccc(NC(=O)CCCN(C)C)cc2C(=O)N([C@H](C)CO)C[C@H]1C,0.4,9,-11,-9,.,-8,.
CC(C)CC(=O)Nc1ccc(C(=O)CN2C(=O)NC3(CCOc4ccccc43)C2=O)cc1 (stereo not drawn),.,0,-1,-16,-36,-6,-4
CC(C)NC(=S)N(CCc1ccncc1)C(C)C,1.8,1,-2,0,-1,?,-3
COCCCNC(=O)CN(c1cc([N+](=O)[O-])ccc1OC)S(C)(=O)=O,.,5,0,0,-4,0,6

# (next part)
compound,E-sel inducer,ERp5 block,SIRT5 inh,S100A4 inh HTS,C2C12 statin,DENV2 CPE,PglD inh
O=C(Nc1ccccc1F)N[C@@H]1CC[C@@H](CCNC(=O)C2CC2)O[C@@H]1CO,0.1,-2,1,11,-1,0,1
O=C(CN(C(=O)c1ccc(Cl)cc1)C1CCCCC1)Nc1ccc(Cl)c([N+](=O)[O-])c1,.,4,-8,-4,.,6,.
COc1ccc(CN(C)C[C@@H]2OCCCC[C@H](C)Oc3ccc(NC(=O)c4ccccc4)cc3C(=O)N([C@@H](C)CO)C[C@@H]2C)cc1,1.3,6,-1,5,.,-4,2
Cc1ccc2c(c1)C(=C(C#N)C#N)C(=O)N2CCN1CCOCC1,-2.7,2,-2,0,.,5,.
C[C@@H]1CN([C@@H](C)CO)C(=O)c2cc(NC(=O)Nc3ccc(F)cc3)ccc2O[C@@H](C)CCCCO[C@H]1CN(C)Cc1ccncc1,-0.2,.,.,.,107*,-3,-1
CCOC(=O)c1ccc2[nH]c3c(c2c1)CCCC3O (stereo not drawn),2.4,4,-3,-1,.,-6,.
O=C(Cc1ccccn1)N[C@@H]1CC[C@H](CCn2cc(-c3ccc(F)cc3)nn2)O[C@@H]1CO,0.3,-2,-3,4,.,-2,.
C[C@H]1CN([C@@H](C)CO)C(=O)Cc2cc(NS(=O)(=O)c3cn(C)cn3)ccc2O[C@H]1CN(C)S(=O)(=O)c1cccs1,-0.2,2,-4,8,-4,3,3
C/C=C/Cn1c(Br)nc2c1c(=O)[nH]c(=O)n2C,.,0,-2,0,-20,0,7
NS(=O)(=O)c1ccc(CNC(=O)NC2(c3ccccc3)CC2)cc1,0.3,6,1,-15,4,6,-4
CCOC(=O)C(=N/O)/C(C)=N/NC(=O)C(=O)Nc1ccc(Cl)cc1,-0.8,3,1,-1,-3,?,-3
Cc1cccc(NC(=O)CCSc2nnc(Cc3ccccc3)o2)c1,.,6,3,-8,0,-4,3
Cc1nn(C)c(C)c1Nc1ccc(N2C(=O)C3CC=CCC3C2=O)cc1[N+](=O)[O-] (stereo not drawn),-0.3,5,6,2,.,4,7
COc1ccc(OC)c(CNC(=O)c2nn(C)c3c2CS(=O)(=O)c2ccccc2-3)c1,.,.,-3,3,-1,?,-1
Cc1cccc(-c2ccc3ncnc(NCc4cccs4)c3c2)c1,-0.1,0,.,-6,-35,-5,1
O=[N+]([O-])c1cc([N+](=O)[O-])c(Oc2cccc(Cl)c2Cl)cc1NN1CCCCC1,0.0,6,-3,3,3,1,-1
COc1ccccc1CNc1nc2cc(-c3ccccc3C)sc2c(=O)n1C,-0.3,0,-1,-2,-5,-7,-1
COc1ccc(/C=C2\SC(N3CCc4ccccc4C3)=NC2=O)cc1,-0.4,7,3,-1,-1,?,-5
C[C@@H]1CN([C@@H](C)CO)C(=O)c2cccc(NC(=O)Nc3ccc(C(F)(F)F)cc3)c2O[C@H]1CN(C)C(=O)Nc1ccc(F)cc1,0.5,17,2,0,-50,-10,2
Cc1ccc(C)c(NC(=O)C(OC(=O)c2ccc(NC(=O)CC#N)cc2)c2ccccc2)c1 (stereo not drawn),-0.8,-5,1,-1,2,-6,11
CCC(=O)Nc1ccc2c(c1)OC[C@H](C)N(C(=O)c1ccccn1)C[C@@H](C)[C@@H](OC)CN(C)C2=O,-0.1,-4,1,4,7,-8,2
CC1(C)C2CCC1(C)C(OC(=O)C[n+]1ccccc1N)C2 (stereo not drawn),.,-4,-5,3,.,?,-2
COc1ccc(-c2csc3ncnc(N4CCN(c5ccc(OC)cc5)CC4)c23)cc1,-0.4,7,-2,2,-21,0,9
Cc1noc(C)c1S(=O)(=O)N(C)C[C@@H]1Oc2ccc(NS(=O)(=O)c3cccs3)cc2CC(=O)N([C@H](C)CO)C[C@H]1C,-0.5,-3,4,10,-15,2,-3
O=C(O)C1C=Cc2ccccc2N1C(=O)c1ccccc1 (stereo not drawn) (tested in a mixture with another compound),0.0,3,.,0,.,18,.
C/C=C/c1ccc([C@@H]2[C@@H](CO)N(C(=O)COC)[C@H]2CNC(=O)CC)cc1,0.0,5,0,-5,-13,-9,1
COc1ccc(CC(=O)Nc2nccs2)cc1S(=O)(=O)N1CCOCC1,-0.7,2,-2,5,-2,1,6
Cc1cc2c(=O)n(C)c(SCC(=O)Nc3ccc(F)cc3)nc2s1,-1.3,-2,1,0,27,37*,-2
N#Cc1nc(COc2ccccc2)oc1NCCCn1ccnc1,.,14,5,-3,-9,.,2
COc1ccc(NC(=O)Nc2ccc3c(c2)C(=O)N([C@@H](C)CO)C[C@H](C)[C@@H](CN(C)C(=O)CCC(F)(F)F)OCCCC[C@H](C)O3)cc1,1.6,.,.,.,.,?,-2

# Later entries
compound,E-sel inducer,ERp5 block,SIRT5 inh,S100A4 inh HTS,C2C12 statin,DENV2 CPE,PglD inh
C[C@@H]1CCCCO[C@H](CN(C)Cc2ccncc2)[C@H](C)CN([C@@H](C)CO)C(=O)c2cc(NC(=O)Nc3cccc4ccccc34)ccc2O1,0.0,2,2,3,.,3,-1
CCn1nc2cc(C(=O)NCC34CC5CC(CC(C5)C3)C4)ccc2c1OC,0.0,-5,.,0,-19,.,-5
Cn1ccc2c([N+](=O)[O-])cccc2c1=O,.,-2,2,-6,.,3,.
Cc1ccc(C(=O)Nc2cccc(C(F)(F)F)c2)cc1NC(=O)c1cnnc2ccccc12,-0.2&0.9,0&7,-5,-4&0,-33&-16,-2&5,-7&-5
CCCNC(=O)N1C[C@H](C)[C@H](OC)CN(C)C(=O)c2cc(NC(C)=O)ccc2OC[C@H]1C,-0.7,-2,-8,7,4,1,0
O=C(OCC1CC(c2ccccc2)=NO1)c1ccc(Cl)cc1 (stereo not drawn),.,-13,-4,-1,-5,.,3
O=C(NNC(=O)c1ccco1)c1csc(N2CCOCC2)n1,.,1,-1,-1,-2,12,-2
OC[C@@H]1CN(Cc2ccc(Cl)cc2)C[C@H](n2cnc3c(NCc4ccncc4)ncnc32)O1,1.5,5,0,-14,-1,-4,4
Cc1cc2[nH]c(=O)c(=O)[nH]c2cc1S(=O)(=O)N1CCC(C)CC1,1.1,-1,0,11,-1,-6,2
COc1cccc(-n2c(C)cc(/C=C3\C(=N)N4N=C(CC(=O)N5CCOCC5)SC4=NC3=O)c2C)c1,.,0,4,4,-18,-2,-5
O=C(COC(=O)c1ccccc1Br)Nc1ccc2[nH]c(=O)[nH]c2c1,0.3,-3,-3,-4,-4,?,2

# Single records (already shown):
# C[C@H]1CN([C@@H](C)CO)C(=O)Cc2cc(NS(=O)(=O)c3cn(C)cn3)ccc2O[C@H]1CN(C)S(=O)(=O)c1cccs1 across the screens: E-sel inducer = -0.2; ERp5 block = 2; SIRT5 inh = -4; S100A4 inh HTS = 8; C2C12 statin = -4; DENV2 CPE = 3; PglD inh = 3
# Cc1nn(C)c(C)c1Nc1ccc(N2C(=O)C3CC=CCC3C2=O)cc1[N+](=O)[O-] (stereo not drawn) across the screens: E-sel inducer = -0.3; ERp5 block = 5; SIRT5 inh = 6; S100A4 inh HTS = 2; C2C12 statin = .; DENV2 CPE = 4; PglD inh = 7

# Not all compounds are listed, so the mix of outcomes need not match the whole.
